Bioassay records from PubChem.
PPARg SRC-2 ag: agonists of PPARg-SRC-2 recruitment, primary screen, biochemical, HTS | Peroxisome proliferator-activated receptor gamma (Homo sapiens), P37231 | activation, % at 8 µM | AID 1032, 2008 | PPARgamma LBD-SRC-2 recruitment | 200,000 compounds, 0.34% hits; in the data active = activation above about 22%;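 note: 0% = vehicle and 100% = reference agonist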
Target sequence (P37231 whole entry, looked up, the tested form may be a part): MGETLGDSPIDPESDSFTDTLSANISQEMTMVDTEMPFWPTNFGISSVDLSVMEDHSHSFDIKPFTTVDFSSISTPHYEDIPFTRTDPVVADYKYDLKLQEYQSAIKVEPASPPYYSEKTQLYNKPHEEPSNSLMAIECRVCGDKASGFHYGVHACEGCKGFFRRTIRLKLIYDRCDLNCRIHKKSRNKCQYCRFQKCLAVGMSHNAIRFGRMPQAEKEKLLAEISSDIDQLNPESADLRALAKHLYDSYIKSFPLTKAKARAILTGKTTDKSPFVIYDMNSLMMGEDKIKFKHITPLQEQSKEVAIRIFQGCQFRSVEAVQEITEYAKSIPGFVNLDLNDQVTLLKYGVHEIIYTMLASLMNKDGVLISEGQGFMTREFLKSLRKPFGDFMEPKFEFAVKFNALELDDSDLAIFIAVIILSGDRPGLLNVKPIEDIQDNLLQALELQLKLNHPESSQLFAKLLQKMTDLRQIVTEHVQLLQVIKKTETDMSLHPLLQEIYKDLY
PPARg SRC3 recr: PPARgamma agonists recruiting SRC-3 coactivator, primary screen, biochemical | Peroxisome proliferator-activated receptor gamma (Homo sapiens), P37231 | biochemical PPARgamma/SRC-3 coactivator recruitment assay | activation, % at 8 µM | 200,000 compounds, 0.26% hits; in the data active = activation above about 23%;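 note: 0% = DMSO and 100% = reference agonist; some compounds past the cut are filed as inactive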
TNAP inh no acc: human TNAP enzyme inhibitors, primary screen, biochemical, luminescent, no phosphate acceptor, uHTS. purified TNAP, CDP-star luminescence, 30 min. inhibition, % at 20 µM. 200,000 compounds, 0.26% hits;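 active = tissue-nonspecific alkaline phosphatase inhibition above about 50% at 20 µM in the single-dose screen, limit read from the data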;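 note: 0% = DMSO negative control and 100% = EDTA positive control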
Target sequence (P05186 whole entry, looked up): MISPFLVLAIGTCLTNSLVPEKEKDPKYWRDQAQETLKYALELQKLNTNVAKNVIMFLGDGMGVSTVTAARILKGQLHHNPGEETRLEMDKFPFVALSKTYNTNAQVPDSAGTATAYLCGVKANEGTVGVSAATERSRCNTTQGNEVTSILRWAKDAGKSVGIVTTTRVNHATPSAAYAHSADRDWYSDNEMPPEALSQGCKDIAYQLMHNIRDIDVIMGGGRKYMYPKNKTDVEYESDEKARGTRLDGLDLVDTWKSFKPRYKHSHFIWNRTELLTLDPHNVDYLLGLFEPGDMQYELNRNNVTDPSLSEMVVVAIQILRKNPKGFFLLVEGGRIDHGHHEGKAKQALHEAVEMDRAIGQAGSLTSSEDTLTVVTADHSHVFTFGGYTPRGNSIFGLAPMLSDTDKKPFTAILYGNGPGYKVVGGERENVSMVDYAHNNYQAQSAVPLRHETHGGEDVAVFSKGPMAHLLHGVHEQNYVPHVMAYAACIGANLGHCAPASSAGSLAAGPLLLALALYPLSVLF
TR-FRET SRC-2 ct: TR-FRET signal artefacts, primary screen, artefact control for PPARgamma SRC-2 agonist project, biochemical; 200,000 compounds, 0.4% hits; TR-FRET ratio at 8 µM; AID 1049, 2008; TR-FRET artefact counter-screen; active compounds read high; in the data active = TR-FRET ratio above about 2000; note: inactives centre near 1500
PPARg SRC1 recr: PPARgamma agonists recruiting SRC-1 coactivator, primary screen, biochemical; Peroxisome proliferator-activated receptor gamma (Homo sapiens), P37231; PPARgamma-SRC-1 coactivator recruitment biochemical assay; activation, % at 8 µM; 200,000 compounds, 0.41% hits; AID 631, 2007; in the data active = activation above about 19%;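 note: 0% = DMSO and 100% = reference agonist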
Efa HMGR inh: inhibitors of E. faecalis class II HMGR, primary screen, biochemical, Enterococcus faecalis; 190,000 compounds, 0.41% hits; purified E. faecalis HMGR, NADPH absorbance 340 nm kinetic; inhibition, % at 10 µM;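 active = inhibition above a set limit, the median over all tested compounds plus 3 SD, cut at about 9.5% in these data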;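 note: enzyme runs in reverse so mevalonate oxidation gives rising NADPH absorbance; 0% = complete reaction with DMSO and 100% = background rate lacking mevalonate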
bIAP activator: bovine intestinal alkaline phosphatase activators, primary screen, biochemical, bovine IAP, CDP-star luminescence | activation factor at 20 µM | purified bovine IAP, 30 min; active compounds read high; fold of DMSO-control signal, blank-subtracted | alkaline phosphatase, intestinal [Bos taurus] | 200,000 compounds, 0.17% hits;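 active = activation factor of 2 or more at 20 µM, a signal rise over negative controls twice the positive control's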
TNAP inh hi DEA: human TNAP enzyme inhibitors, primary screen, biochemical, luminescent, high phosphate acceptor level, uHTS; purified TNAP, CDP-star luminescence, 1 M DEA; inhibition, % at 20 µM; 200,000 compounds, 0.03% hits;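 active = over 50% inhibition of tissue-nonspecific alkaline phosphatase at 20 µM in the single-dose screen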;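 note: plate controls were DMSO wells for no effect and EDTA-quenched wells as full inhibition for full effect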
bIAP inh: bovine intestinal alkaline phosphatase inhibitors, primary screen, selectivity assay for TNAP inhibitor project, biochemical, bovine IAP, CDP-star luminescence | purified bovine IAP, 30 min | AID 1019, 2008 | alkaline phosphatase, intestinal [Bos taurus] | inhibition, % at 20 µM | 190,000 tested, under 10 active;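 active = over 50% inhibition of intestinal alkaline phosphatase at 20 µM in the single-dose screen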
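System: Purified bovine intestinal alkaline phosphatase (IAP) enzyme | Input: IAP diluted 1/65,000,000 in the well | Also added: CDP-star chemiluminescent phosphatase substrate, 30 µM final | Dosing: 20 µM single dose | Times: Enzyme reaction for 30 min at room temperature | Detection: Luminescence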
TNAP act hi DEA: TNAP activators at high phosphate acceptor level, primary screen, biochemical, luminescence, uHTS | activation factor at 20 µM | purified TNAP, CDP-star luminescence, 1 M DEA, 30 min; active compounds read high; 0 = EDTA background, 1 = DMSO-only activity | 200,000 tested, under 10 active | AID 1136, 2008 | Alkaline phosphatase, tissue-nonspecific isozyme (Homo sapiens), P05186;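 active = activation factor at least 2 at 20 µM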
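Assay system: human TNAP; Input: enzyme diluted 1/800 final; Reagent: CDP-star luminogenic substrate at 100 µM final; Timing: 30 min, room temperature; Signal: luminescence; Evaluation: TNAP activation factor scaled between EDTA and DMSO control wells.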
Numbers without * were called inactive.

mol,TNAP inh no acc,bIAP inh,TNAP act hi DEA,PPARg SRC1 recr,bIAP activator,TR-FRET SRC-2 ct,PPARg SRC3 recr,Efa HMGR inh,PPARg SRC-2 ag,TNAP inh hi DEA
CCC(C)NCCCOc1c(C)cc(C)cc1Br (stereo not drawn),-11.2,7.0,1.1,3.5,0.9,1744,4.9,-4.6,2.1,-7.5
COc1ccccc1C1(CC(=O)Nc2nccs2)CCOC(C(C)C)C1 (stereo not drawn),-7.8,-3.3,1,9.8,1,1731,6.4,0.4,1.2,-3.4
COc1cc(C(=O)NC2CCN(Cc3nnnn3Cc3ccc(F)cc3)CC2)cc(OC)c1OC,2.0,-3.6,1.1,-3.9,1,1399,0.0,-2.7,5.0,-8.2
COc1ccc(NC(=S)N2CCCN(Cc3cccc(Cl)c3)C2)cc1,-9.5,-1.6,1,-1.4,1,1510,-4.3,-2.5,1.9,0.7
Cc1cccc(C)c1OCC(O)CNS(=O)(=O)c1ccccc1C(=O)N1CCCCC1 (stereo not drawn),-1.2,1.7,1,12.7,1,1415,1.5,-5.1,8.8,-0.4
O=C(CCCN1C(=O)c2ccccc2C1=O)N1CCOCC1,-13.2,0.3,1.1,9.4,1,1647,2.6,-0.9,-1.8,-5.6
COc1ccc(C(=O)N2N=C(c3cccc(OC)c3)CC2(O)C(F)(F)F)cc1 (stereo not drawn),-8.4,2.6,1,4.2,1,1689,5.0,-11.7,3.0,-3.8
CCOC(=O)c1c(NC(=O)CSc2nnnn2C)sc(C)c1C,-7.4,-4.6,1,8.8,1,1462,-4.5,1.1,3.7,-3.5
Cn1c(Cl)c(/C=N/OC(=O)c2cccc(Cl)c2)c2ccccc21,-11.7,12.9,1,4.8,0.9,1461,3.0,0.3,6.4,-0.8
O=C(O)C1CCN(C(=O)COc2ccc3c4c(c(=O)oc3c2)CCC4)CC1,-2.6,-3.7,1,5.2,1,1623,2.7,-3.2,1.0,-3.3
COc1ccc(C2SCC(=O)N2c2c(C)n(C)n(-c3ccccc3)c2=O)cc1OC (stereo not drawn),-8.1,0.0,1,3.3,1,1430,-6.0,-4.4,0.4,-2.5
Cc1cccc(-n2ncc3c(NC(C)C)ncnc32)c1,-16.8,11.9,1.1,7.1,0.9,1614,-2.7,-9.2,-1.4,-6.6
C=CCn1c(C(C)C)nc2ccccc21,-17.8,13.4,1.1,7.6,0.9,1600,1.2,-1.4,5.2,-5.4
Cc1cc2ncc(C(=O)Nc3ccsc3C(=O)O)c(C)n2n1,-1.1,-13.7,1,-7.6,1.1,1356,-1.3,-6.9,-10.3,-1.4
Cc1c(NCc2cc(Cl)cc(Cl)c2O)c(=O)n(-c2ccccc2)n1C,13.0,5.0,1,5.3,0.9,1477,6.9,0.8,7.5,-0.2
COc1ccc(C2(O)CCN(CC(=O)Nc3nccs3)CC2)c(OC)c1,-1.7,-44.2,1,7.6,1.4,1972*,0.6,2.7,4.2,-4.8
Cc1ccc(S(=O)(=O)NC(C)C(=O)NC2CCCCCC2)cc1 (stereo not drawn),1.9,4.6,1,1.1,1,1556,10.9,-3.4,2.2,-2.0
Cc1cc(C(=O)CN2CCCC(C)C2)c(C)n1-c1ccc(F)cc1 (stereo not drawn),-58.3,15.4,1,5.0,0.8,1570,-2.1,3.1,6.9,-0.4
CC(Sc1nnc(NC(=O)c2cc3ccccc3oc2=O)s1)c1ccccc1 (stereo not drawn),-5.0,-3.3,1,-3.5,1,1576,5.4,-8.9,4.0,-1.8
CSc1ccc(CN2CCN(C(C)C)C(CCO)C2)cc1 (stereo not drawn),-9.2,5.8,1.1,3.7,0.9,1573,4.6,-0.5,1.7,-6.1
O=C(NN1C(=O)C2C(C1=O)C1C=CC2C12CC2)c1cccc(Cl)c1 (stereo not drawn),-9.7,-2.3,1.1,-3.3,1,1516,0.2,-9.7,-3.7,-6.7
CCOc1ccc(-n2c(O)c(/C=N/NC(=O)C3COc4ccccc4O3)c3ccccc3c2=O)cc1 (stereo not drawn),-12.5,11.2,0.9,5.6,0.9,1409,0.0,-10.8,-0.4,7.4
CC(C)(C)c1cc(NCCCn2ccnc2)n2ncc(-c3ccc(Cl)cc3)c2n1,-27.0,2.0,1.1,-2.0,1,1363,-1.4,-6.3,-3.6,-6.7
COCCNC(=O)C(c1ccc(O)cc1)N(C(=O)CCC(=O)Nc1nccs1)c1ccc(C)cc1 (stereo not drawn),-10.8,-3.5,1,1.9,1,1499,-0.7,-0.8,2.6,-3.8
O=C(/C=C/c1cccc([N+](=O)[O-])c1)NCCSc1ccccc1,-1.0,27.4,1,-10.3,0.7,1551,-11.1,-7.1,-2.4,4.9
O=C(Cc1ccccc1)NNC(=O)C1CCN(c2ncccn2)CC1,-4.3,-13.0,1,7.7,1.1,1688,7.2,-0.2,8.8,0.7
COc1ccc(C(=O)c2sc(Nc3cccc(OC)c3)c(C(=O)Nc3cccc(C)c3C)c2N)cc1,9.3,-3.7,1,7.4,1,1528,-3.9,-6.7,1.5,3.2
CCC(=O)N1N=C(c2ccc(C)o2)CC1c1ccc(Br)cc1 (stereo not drawn),-4.9,2.4,1,6.2,1,1754,3.9,-5.5,6.0,0.4
CCCC(=O)Nc1ccccc1NC(=O)CCC,-9.1,4.4,1,1.9,1,1599,9.6,-4.3,10.5,-2.8
Cc1ccccc1-n1c(Cn2c(=O)sc3ccccc32)nnc1SCC(=O)N1CCCC1,-1.3,-4.0,0.9,-0.1,1,1641,0.2,-7.9,0.8,7.4

Grouped by structure, the entries above containing a COOH group.
mol,TNAP inh no acc,bIAP inh,TNAP act hi DEA,PPARg SRC1 recr,bIAP activator,TR-FRET SRC-2 ct,PPARg SRC3 recr,Efa HMGR inh,PPARg SRC-2 ag,TNAP inh hi DEA
O=C(O)C1CCN(C(=O)COc2ccc3c4c(c(=O)oc3c2)CCC4)CC1,-2.6,-3.7,1,5.2,1,1623,2.7,-3.2,1.0,-3.3
Cc1cc2ncc(C(=O)Nc3ccsc3C(=O)O)c(C)n2n1,-1.1,-13.7,1,-7.6,1.1,1356,-1.3,-6.9,-10.3,-1.4

Next part:
mol,TNAP inh no acc,bIAP inh,TNAP act hi DEA,PPARg SRC1 recr,bIAP activator,TR-FRET SRC-2 ct,PPARg SRC3 recr,Efa HMGR inh,PPARg SRC-2 ag,TNAP inh hi DEA
O=C(CCSc1ccc(Cl)cc1)c1cccs1,0.7,7.4,1,-7.4,0.9,1477,-8.2,-0.2,-4.5,2.7
CSc1nc2ccc(NC(=O)c3ccc(F)c(F)c3)cc2s1,2.3,-0.1,1.1,3.3,1,1496,0.1,0.2,-1.0,-8.4
COc1ccc(-n2cc(CNCCCN3CCCC3=O)c(-c3ccccc3Cl)n2)cc1,-3.2,-2.5,1,-2.0,1,1708,4.9,-2.4,6.1,-1.9
O=C(Cn1nnc(-c2cccs2)n1)NCc1ccco1,-8.5,14.3,1,-10.1,0.9,1605,2.6,-8.0,-8.9,-2.0
CN=C1CC(C)(C)CC(=O)/C1=C(/O)CCCN1C(=O)c2ccccc2C1=O,3.9,2.8,1,13.6,1,1597,4.8,-2.2,8.0,-2.9
COc1cc(OC)c(OC)cc1/C=C/c1cc(C(F)(F)F)[nH]c(=O)n1,-7.0,-0.3,1,9.2,1,1788,1.5,0.4,3.8,2.4
O=C(Cc1ccccc1)Nc1nnc(-c2ccco2)s1,-4.8,5.9,1,36.8*,0.9,2292*,36.8*,-4.1,31.5*,0.1
O=C(CCN1CCCCC1)NNC(=O)C12CC3CC(CC(C3)C1)C2,-15.0,-11.5,1,5.1,1.1,1600,2.2,-4.3,7.2,-0.3
O=C(Nc1ccccc1Cl)N1CCn2c(nc3ccccc32)C1,-15.4,15.1,1,4.5,0.8,1509,12.2,-2.8,2.2,-2.9
O=C(O)CC12C[C@H]3C[C@@H](C1)CC(n1ncc(N4CCN(c5ccccc5)CC4)c(Cl)c1=O)(C3)C2,1.6,8.4,1,-4.4,0.9,1585,1.9,-3.5,4.4,3.4
Cc1ccc(C)c(S(=O)(=O)N2CCCOC2CNC(=O)C(=O)NCCC2=CCCCC2)c1 (stereo not drawn),-1.6,0.2,1,-2.5,1,1634,0.5,2.5,13.6,-3.0
CCn1cc(/C=N\NC(=O)c2ccc3c(c2)c(C)c(C)n3Cc2ccccc2)c(C)n1,-131.7,-324.9,1.3,-4.3,4.2*,1484,8.3,0.0,6.7,-34.0
COc1ccc(C2C(C#N)=C(N)Oc3cc(C)[nH]c(=O)c32)c(OC)c1OC (stereo not drawn),-4.4,7.3,1,7.9,0.9,1545,4.2,-2.8,4.8,1.1
CCOc1ccc(C(=O)c2ccncc2)cc1,-6.3,-2.2,1,-0.1,1,1466,-3.8,-4.7,1.4,-1.4
Cn1c(SCc2ccc([N+](=O)[O-])cc2)nc2c(c1=O)SCC2,-7.5,-9.6,1,7.6,1.1,1233,-4.9,-7.2,-1.8,1.2
Cc1ccc(NC(=O)COc2ncnc3c(Cl)cc(Cl)cc23)cc1[N+](=O)[O-],-14.7,7.3,1,8.7,0.9,1801,0.6,-8.4,7.1,1.0
C=CCN1C(=O)C2(/C(=C(\O)c3ccc4c(c3)OCCO4)C(=O)C(=O)N2CCCOC)c2ccccc21 (stereo not drawn),-7.5,1.1,1.1,0.0,1,1652,1.4,-1.1,17.8,-6.7
CN(C)CCCn1c(NCc2ccc3c(c2)OCO3)nc2ccccc21,13.7,12.2,1,-5.3,0.9,1313,-1.1,-2.1,-1.9,-1.0
COc1ccc(C(=O)/C=C/c2ccc(N3CCCCC3)c([N+](=O)[O-])c2)c(OC)c1,12.3,-3.5,0.9,8.8,1,1396,9.2,-14.7,7.4,8.7
O=C(O)CSC(=S)N1CCCCC1,3.3,13.7,1,-10.7,0.9,1456,1.3,-4.5,-9.4,2.3
O=C(CSc1n[nH]c(=O)[nH]c1=O)N/N=C/C=C\c1ccccc1,-30.1,2.3,1,10.8,1,1458,2.4,-1.1,13.3,-3.1
COc1ccc(OC)c(S(=O)(=O)NCc2cn3c(C)csc3n2)c1,-8.2,5.2,1.1,3.0,0.9,1769,9.0,2.8,-3.0,-7.6
FC(F)(F)c1cc(-c2ccco2)nc(N2CCN(Cc3ccccc3)CC2)n1,-6.5,9.1,1,-3.4,0.9,1298,-8.2,-4.4,-4.3,-4.7
Cc1ccc2nc3ccc(N4CCCC4)nn3c(=O)c2c1,-11.4,5.2,1,8.5,0.9,1556,-4.3,-0.9,1.6,-0.7
COc1ccc2c(c1)OC(O)(C(F)(F)C(F)F)CC2=O (stereo not drawn),-2.5,19.7,1,-9.4,0.8,1700,-4.8,5.1,-8.1,1.0
